FBW7 activator = FBW7 E3 ligase activators, primary screen, biochemical, AlphaScreen, human; AlphaScreen FBW7–phospho-cyclin E peptide binding, activator screen; normalized activity (activation), % at 26.1 µM; 650,000 tested, 0.13% active; AID 1259310, 2017; in the data active = normalized activity above about 1.9%;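 also: purified mutant Fbw7 with reduced substrate affinity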
TEAD-YAP inh = TEAD-YAP interaction inhibition, primary screen, TEAD-YAP interaction inhibitor project, luminescence, HEK-TIYL cells; TEAD-Gal4/YAP UAS-luciferase luminescence; inhibition, % at 9.12 µM; 640,000 tested, 1.4% active; AID 1259422, 2018; in the data active = inhibition above about 32%;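 also: 0% = median of test compound wells and 100% = reference inhibitor wells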
GPR151 activ = activators of human GPR151, primary screen, cell-based, PathHunter beta-arrestin, luminescence; G-protein coupled receptor 151 (Homo sapiens), Q8TDV0; PathHunter beta-arrestin GPR151 cells; 650,000 tested, 1% active; activation, % at 11.2 µM; in the data active = activation above about 4.9%;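 also: 0% = median of compound wells and 100% = cells with positive control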
Target sequence (Q8TDV0 whole entry, looked up): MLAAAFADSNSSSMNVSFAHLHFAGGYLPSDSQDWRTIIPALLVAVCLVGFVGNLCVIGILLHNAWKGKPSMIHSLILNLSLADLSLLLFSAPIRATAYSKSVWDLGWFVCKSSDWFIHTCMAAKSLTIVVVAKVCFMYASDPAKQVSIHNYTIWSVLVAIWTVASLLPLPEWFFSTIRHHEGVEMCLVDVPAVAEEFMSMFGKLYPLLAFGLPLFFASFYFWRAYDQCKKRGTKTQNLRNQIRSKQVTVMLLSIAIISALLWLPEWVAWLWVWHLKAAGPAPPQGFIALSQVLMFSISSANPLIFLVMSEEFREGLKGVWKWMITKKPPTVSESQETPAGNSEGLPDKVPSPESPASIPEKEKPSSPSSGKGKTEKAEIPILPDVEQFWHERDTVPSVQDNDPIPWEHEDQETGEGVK
MITF primary = MITF inhibitors, primary screen, biochemical, AlphaScreen, human; 650,000 tested, 0.91% active; AlphaScreen MITF homodimerization, bead proximity signal; inhibition, % at 2.6 µM; AID 1259374, 2018; Microphthalmia-associated transcription factor (Homo sapiens), O75030; in the data active = inhibition above about 50%;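 also: 0% = vehicle wells with protein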
Target sequence (O75030 whole entry, looked up): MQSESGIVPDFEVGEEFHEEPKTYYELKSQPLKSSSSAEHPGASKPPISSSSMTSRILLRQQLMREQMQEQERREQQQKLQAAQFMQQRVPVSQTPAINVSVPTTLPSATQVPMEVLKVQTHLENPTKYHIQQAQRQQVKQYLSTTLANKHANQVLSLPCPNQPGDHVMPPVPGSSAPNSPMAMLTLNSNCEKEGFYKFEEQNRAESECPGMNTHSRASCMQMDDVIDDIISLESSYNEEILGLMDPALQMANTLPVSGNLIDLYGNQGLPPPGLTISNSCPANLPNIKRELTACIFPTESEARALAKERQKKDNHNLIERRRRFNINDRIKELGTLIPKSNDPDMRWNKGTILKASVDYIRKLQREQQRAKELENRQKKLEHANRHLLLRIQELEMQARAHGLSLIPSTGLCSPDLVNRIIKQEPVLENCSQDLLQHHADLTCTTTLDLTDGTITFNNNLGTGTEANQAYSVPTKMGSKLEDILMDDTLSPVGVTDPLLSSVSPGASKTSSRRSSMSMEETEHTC
* = called active by the depositor; nt = not tested or not shown.

SMILES	FBW7 activator	TEAD-YAP inh	GPR151 activ	MITF primary
COc1ccc(/C=N/NC(=O)CCC(=O)Nc2ccccc2)cc1OC	0.0	-5.8	-0.4	-2.5
COc1ccccc1C(=O)COC(=O)CCC1CCCC1	0.1	3.6	-0.3	-8.4
CCn1c(=O)cc(SCC(=O)N2CCN(c3cccc(C)c3)C(C)C2)c2ccccc21 (stereo not given)	-0.2	14.4	0.4	2.9
COC(=O)C1=C(C#N)NC(C)=C(C(=O)OC(C)C)C1c1cccc([N+](=O)[O-])c1 (stereo not given)	0.1	nt	-0.8	14.6
CN1CCN(C(c2ccccc2)c2nnnn2C2CCCCC2)CC1 (stereo not given)	-0.1	-8.4	0.0	2.8
COc1ccc(-c2cc3ncc(-c4ccccc4)c(N)n3n2)cc1	0.0	-52.4	-3.3	10.8
O=[N+]([O-])c1ccc(C2Nc3cc(Cl)cc(Cl)c3C3C=CCC32)cc1 (stereo not given)	0.0	-6.1	-0.4	6.8
Cc1cc(=O)[nH]c2nnc(SCC(=O)Nc3ccc(C(F)(F)F)cc3)n12	-0.1	-4.0	0.4	-7.1
C[C@H](Nc1nc(-c2cncnc2)cnc1N)c1ccccc1	0.1	1.0	0.5	8.4
COc1ccccc1-n1c(SC)nc2c(sc(=S)n2-c2cccc(C(F)(F)F)c2)c1=O	0.1	8.3	-0.1	-3.7
C=CCNc1cc(-c2cncc(-c3ccccc3)c2)nc(C)n1	-0.2	-18.7	0.9	3.7
CCCC(=O)N1c2ccccc2-c2nnc(SC)nc2OC1c1ccc(N(C)C)cc1 (stereo not given)	-0.1	-5.2	-0.4	14.9
O=C(c1cc(-c2cccnc2)nc2ccc(Cl)cc12)N1CCN(c2ncccn2)CC1	0.0	11.4	-0.1	8.6
CCOc1ccccc1NC(=O)CSc1nnc2[nH]c(=O)c(C(C)(C)C)nn12	0.5	5.5	-1.7	21.0
COc1ccc(Nc2c(-c3ccc(C)cc3)c(=O)c2=O)cc1	0.0	-5.5	0.5	-8.4

Complete entries as entered above.
Listed for O=[N+]([O-])c1ccc(C2Nc3cc(Cl)cc(Cl)c3C3C=CCC32)cc1 (stereo not given) : FBW7 activator = 0.0; TEAD-YAP inh = -6.1; GPR151 activ = -0.4; MITF primary = 6.8
Listed for CCOc1ccccc1NC(=O)CSc1nnc2[nH]c(=O)c(C(C)(C)C)nn12 : FBW7 activator = 0.5; TEAD-YAP inh = 5.5; GPR151 activ = -1.7; MITF primary = 21.0

New compounds follow.
SMILES	FBW7 activator	TEAD-YAP inh	GPR151 activ	MITF primary
CCOC(=O)c1c(-c2ccccc2)csc1NC(=O)c1ccoc1C	0.0	4.3	0.0	34.1
CN(C)S(=O)(=O)N(CC(=O)N(Cc1ccccc1)Cc1ccccc1)c1ccccc1	1.1	2.1	-1.6	2.9
C(=C\CSc1nnnn1-c1ccccc1)/CSc1nnnn1-c1ccccc1	0.4	6.6	-0.4	-16.3
Cc1ccc2cccc(SCc3ccc([N+](=O)[O-])cc3)c2n1	-0.1	14.6	1.1	0.6
CS(=O)(=O)N(CC(=O)N/N=C/c1ccccc1O)c1cccc2ccccc12	-0.7	30.4	0.4	3.1
NC(=O)CSC1=Nc2ccccc2C2=NC(CC(=O)NCc3ccc(F)cc3)C(=O)N12 (stereo not given)	0.1	1.4	0.8	-6.5
COc1ccc(S(=O)(=O)N(CC(=O)Nc2ccccc2C)c2ccc(C)cc2)cc1	0.1	4.4	0.0	14.9
COc1ccc(S(=O)(=O)NCc2ccc(C(=O)NC3CCCC3)cc2)cc1	0.0	2.1	-0.6	15.3
O=C(c1ccco1)N1CCC(n2nnc3cc(F)ccc32)CC1	0.0	2.3	0.4	0.8
CNc1ccc(C(=O)OCC(=O)Nc2sc3c(c2C(N)=O)CCC(C)C3)cc1[N+](=O)[O-] (stereo not given)	0.0	10.7	0.5	2.1
O=C(CSc1ncccc1C(=O)NCCc1ccccc1)NCCc1ccccc1	0.0	-4.3	-0.6	-12.9
Cn1ccnc1Sc1nnnn1-c1ccccc1	-0.1	-2.5	-0.7	-9.4
CCCn1c(SCC(=O)NNC(=O)c2ccc(C)cc2)nnc1C(C)C	0.1	6.0	-1.3	9.1
CC(NC(=O)NC(=O)c1ccc(F)cc1)c1ccccc1 (stereo not given)	0.1	-0.8	-0.5	1.0
COc1cc(/C=C2\SC(=O)NC2=O)cc(Cl)c1O	-0.5	-10.0	-0.9	-24.1
CN(C)c1ccc(C(=O)Nc2nc3ccc4ccccc4c3s2)cc1	0.2	-5.2	-0.8	15.3
Oc1ccc(Br)cc1C1CC(c2ccc(Cl)cc2)=NC(c2cccc(F)c2)N1 (stereo not given)	-0.1	20.2	1.0	2.2
NC(=O)c1ccc(NC(=O)CCCN2C(=O)CCC2=O)cc1	0.1	-2.8	1.7	6.3
CC(=O)N(c1ccccc1C)C1C=CS(=O)(=O)C1 (stereo not given)	-0.1	-5.1	2.2	-9.8
Cc1ccc(CCNC(=O)CN2CCN(Cc3ccccc3F)C2=O)cc1	0.0	2.3	-0.5	0.3
O=S(=O)(Nc1ccc2oc3c(c2c1)CCCC3)c1ccc(Br)cc1	0.1	1.4	-0.4	10.3
CC(=O)O[C@@H]1CS(=O)(=O)C[C@H]1Nc1ccc(Cl)cc1	0.0	-2.1	1.2	-2.2
CCOC(=O)C1=C(CN(CCOC)Cc2ccco2)NC(=O)NC1c1cccs1 (stereo not given)	0.1	-8.5	0.4	-7.4
COc1ccc(/C=C2\N=C(c3ccccc3F)OC2=O)cc1OC	-0.1	0.5	-0.3	-3.4
Cc1ccc(-c2cc(C(=O)N/N=C/c3cccc(Br)c3)n[nH]2)o1	-0.2	11.3	7.5*	7.9
O=C(COC(=O)c1ccc([N+](=O)[O-])s1)c1ccc(Cl)s1	-0.2	17.5	0.5	8.0
C[C@@H]1NC(=O)[C@H]2CN(Cc3cccc(Cl)c3)CCN2C1=O	0.1	1.1	0.4	-10.5
Cc1cc(C)c(NC(=O)C(C(C)C)N2C(=O)c3ccccc3C2=O)c(C)c1 (stereo not given)	0.2	4.7	0.6	0.1
COc1ccc(SCC(=O)Nc2ccccc2-c2nc3ccccc3[nH]2)cc1	0.9	-7.3	-1.0	14.5
Cc1onc(-c2c(Cl)cccc2Cl)c1C(=O)NCc1ccccc1	0.1	1.0	-1.4	9.2
c1cncc(CSc2ncccc2-c2nc3ccccc3[nH]2)c1	0.6	3.1	0.3	25.3
O=C(CO)Nc1ccc([N+](=O)[O-])cc1Br	0.0	6.2	0.4	-1.7
O=C1N[C@@H](COCc2ccccc2)C(=O)N2C[C@@H](NCc3cc4ccccc4s3)C[C@@H]12	0.0	10.6	1.1	-1.6
N#Cc1ccccc1S(=O)(=O)N1CCN(c2ccc([N+](=O)[O-])c3cnccc23)CC1	0.1	-1.2	-1.2	-8.9
COC(CNC(=O)c1ccc(CNS(=O)(=O)c2ccc(Cl)cc2)cc1)OC	-0.1	-2.0	0.2	-9.5
Cc1nc(-c2cccs2)c(CCC(=O)NC(C)C)s1	0.3	0.3	-0.7	4.1
CC1Sc2cc(S(=O)(=O)NCCc3ccc(S(N)(=O)=O)cc3)ccc2NC1=O (stereo not given)	0.5	9.5	0.1	11.3
COC(=O)c1c(-c2ccc(OC)c(OC)c2)csc1N	0.0	2.7	1.4	16.1
O=C(O)c1sc2cc([N+](=O)[O-])ccc2c1Cl	0.4	4.8	0.7	1.9
Cc1ccc2cc(CN(CCN3CCOCC3)C(=O)Nc3ccc(F)cc3)c(=O)[nH]c2c1	0.0	8.3	-0.7	8.0
O=C(CSc1nnc(-c2ccncc2)o1)c1ccc2ccccc2c1	0.0	-1.6	-0.9	6.8
C=CCOc1c(Br)cc(Br)cc1/C=C1\NC(=S)NC1=O	0.0	0.0	0.3	8.5
COc1ccc(CC(=O)NNC(=O)c2ccoc2C)cc1OC	0.1	2.7	0.8	1.5
COc1cccc(CN2CCN(S(=O)(=O)c3ccc(F)cc3)CC2)c1OC	0.0	-9.1	-0.1	48.7
CCc1ccc2c(c1)c1nnc(SCC(=O)N(CC)CC)nc1n2C	-0.1	-2.7	-0.5	9.6

Shown with two lines to a compound: 2 of the compounds above.
Each structure is followed by: FBW7 activator	TEAD-YAP inh	GPR151 activ	MITF primary
- N#Cc1ccccc1S(=O)(=O)N1CCN(c2ccc([N+](=O)[O-])c3cnccc23)CC1
 : 0.1	-1.2	-1.2	-8.9
- COC(CNC(=O)c1ccc(CNS(=O)(=O)c2ccc(Cl)cc2)cc1)OC
 : -0.1	-2.0	0.2	-9.5

(continued)
SMILES	FBW7 activator	TEAD-YAP inh	GPR151 activ	MITF primary
Cn1cnc2ccc([N+](=O)[O-])cc2c1=O	0.1	10.9	-1.4	1.7
CCOC(=O)C1CCN(C(=O)c2sc3ncnc(N4CCC(C)CC4)c3c2C)CC1	0.1	-4.3	-1.8	10.4
CC(=O)N1CCc2cc(Br)cc(S(=O)(=O)Nc3ccc(Cl)cc3)c21	0.0	7.0	0.5	-2.5
Cc1cc(C)nc(N2CCN(C(=O)CCC(=O)N3CCc4ccccc4C3)CC2)n1	0.3	8.7	-0.4	13.6
N#Cc1ccc(C(=O)OCC(=O)C23CC4CC(CC(C4)C2)C3)cc1	0.4	-9.2	-2.5	-10.5
CCCC(=O)N1c2ccccc2-c2c(ssc2=S)C1(C)C	0.2	5.2	0.2	9.5
CSc1nc2c(c(=O)n(C)c(=O)n2C)n1C	-0.1	1.2	1.5	-3.1
O=C(Nc1ccc(Cl)cc1)O/N=C/c1ccc(F)cc1	0.3	-5.5	0.5	3.7
Nc1nc(SCC(=O)Nc2ccccc2C(=O)NC2CC2)n[nH]1	0.8	-3.9	0.3	13.2
Cc1nn(CC(C)C(=O)O)c(C)c1Cl (stereo not given)	-0.4	3.0	-0.8	-9.2
COc1cccc(C(C)N(C)C(=O)CCCn2nnnc2CN2CCC(C)CC2)c1 (stereo not given)	-0.2	-1.9	4.6	6.4
COc1ccc(C(=O)OCC(=O)NC(=O)NC2CCCC2)cc1[N+](=O)[O-]	-0.1	2.3	-1.3	-9.3
CCOc1cccc2c1OC1(C)CC2NC(=O)N1Cc1ccccc1 (stereo not given)	-0.1	-5.7	-0.8	-12.2
Cc1ccccc1CC1(C)C(=O)Nc2cc(F)ccc21 (stereo not given)	-0.2	-0.8	-1.9	0.7
CC(=O)c1c(-c2ccc(-c3ccccc3)cc2)nc2n(C)c3ccccc3n12	-0.2	-6.1	1.6	-8.7
O=S(=O)(Nc1cccnc1)c1cccc2nsnc12	0.4	-9.9	-0.1	15.4
CCCC(c1nnnn1CCOC)N1CCN(C2CCCC2)CC1 (stereo not given)	0.0	-3.7	-0.2	0.3
CS(=O)(=O)N(CC(=O)Nc1cccc(F)c1)c1cccc([N+](=O)[O-])c1	-0.1	4.1	2.1	4.0
CC(C)N(C(=O)COc1ccc(Br)cc1Cl)C(C)C	0.0	-5.2	-0.2	2.2
CCC1C(=O)NCCN1C(=O)CC1(c2cccc(OC)c2)CC(=O)N(CCOC)C1=O (stereo not given)	0.0	0.7	1.7	7.9
CCOc1ccc(NC(=O)CSc2nc3ccccc3c(=O)n2CCC(=O)N2CCN(c3ccccc3)CC2)cc1	-0.1	-1.9	1.0	3.7
Oc1c(C(c2cccs2)N2CCOCC2)cc(Cl)c2cccnc12 (stereo not given)	-0.5	56.7*	-0.1	6.7
COc1cc2nc(N3CCOCC3)nc(Nc3cc(OC)c(OC)c(OC)c3)c2cc1OC	0.1	2.0	3.5	11.2
COc1cccc(N2C(=O)CN(C(=O)c3ccc(-c4ccco4)cc3)CC2C)c1 (stereo not given)	-0.1	-7.0	-0.7	0.6
COc1ccccc1CNC(=O)CN(CCc1ccccc1)S(C)(=O)=O	-0.1	9.9	0.7	-12.8
CCOc1ccc(N(C)S(=O)(=O)c2ccc3[nH]cc(C(=O)N(CC)Cc4ccccc4)c(=O)c3c2)cc1	0.0	-0.8	-1.0	2.6
COC(=O)CN1C(=O)C(C)(C)Oc2ccc(C(=O)Nc3ccccc3OC)cc21	-0.2	-1.6	2.3	-3.4
COc1ccc(-c2nc3c(C(C)(C)C)cc(C(C)(C)C)c(O)c3o2)cc1OC	0.2	-0.9	1.1	3.4
CCCCOC(=O)C1=C(C)Nc2ncnn2C1c1ccc(OC)c(OC)c1OC (stereo not given)	-0.1	7.1	1.6	2.8
CCCCc1nnc(SCC(=O)Nc2ccc(C)cc2)n1C	0.1	-7.7	-0.7	6.0

4 compounds picked at random from those above:
SMILES	FBW7 activator	TEAD-YAP inh	GPR151 activ	MITF primary
Cc1onc(-c2c(Cl)cccc2Cl)c1C(=O)NCc1ccccc1	0.1	1.0	-1.4	9.2
O=C(c1cc(-c2cccnc2)nc2ccc(Cl)cc12)N1CCN(c2ncccn2)CC1	0.0	11.4	-0.1	8.6
CN1CCN(C(c2ccccc2)c2nnnn2C2CCCCC2)CC1 (stereo not given)	-0.1	-8.4	0.0	2.8
NC(=O)c1ccc(NC(=O)CCCN2C(=O)CCC2=O)cc1	0.1	-2.8	1.7	6.3

Remaining list, next part.
SMILES	FBW7 activator	TEAD-YAP inh	GPR151 activ	MITF primary
Cn1c(C(=O)O)c(CC(=O)Nc2ccc3c(c2)OCO3)c2ccccc21	0.1	11.2	0.5	16.6
O=C(Cc1c[nH]c2ccccc12)Nc1ccc(F)c(F)c1F	0.0	-4.6	0.7	2.0
NC(=O)c1ccc(-c2cccc3c2OC(CNC(=O)C2CCCO2)C3)nc1 (stereo not given)	-0.1	-4.3	0.9	2.2
CCOC(=O)CCSCC(=O)N1N=C(c2cccs2)CC1c1ccc(C)cc1 (stereo not given)	0.1	0.8	-0.3	8.8
